Assay outcomes: PubChem, Sanford-Burnham Center for Chemical Genomics
Hsp70 inhibitors = Hsp70 inhibitors, probe displacement, primary screen, biochemical, fluorescence polarization (AID 583); 140,000 tested, 0.06% active; Hsp70 fluorescence polarization probe displacement, mP; higher % means a stronger effect; displacement, % at 20 µM, or IC50 in µM where a hit was titrated; Heat shock 70 kDa protein 1A (Homo sapiens); in the data active means displacement above about 50%;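 further: plate controls were vehicle for no effect and reference ligand for full effect; a part of the inactive calls stands beside numbers as strong as those of hits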
MKP-3 inhibition = MKP-3 phosphatase inhibitors, primary screen, biochemical, rat enzyme, in vitro (AID 425); inhibition, % at 20 µM; hits with a dose series show IC50 in µM; recombinant MKP-3 phosphatase activity, fluorescence; higher % means a stronger effect; 110,000 tested, 0.17% active; Dual specificity protein phosphatase 6 (Rattus norvegicus); in the data active means inhibition above about 50%;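 further: plate controls were vehicle for no effect and reference inhibitor for full effect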
Active calls of the source: *; . = not tested or not shown; & = joins results of further samples. These rows are one share of the data; rates above refer to the full screens.

cpd	SMILES	MKP-3 inhibition	Hsp70 inhibitors
1	Cc1ccc(NC(=O)NC2CCCCC2)cc1Cl	-1%	-0.2%
2	CS(=O)(=O)N1CCc2cc(-c3csc(NCC4CCCO4)n3)ccc21 (centres undefined)	-2%	3.4%
3	CC(=O)NC1(c2cccc(F)c2)CCN(C(=O)Nc2ccc(C#N)cc2)CC1	-2%	3.7%
4	O=C(CSc1nsc(SCC(=O)Nc2nc(-c3ccccc3)cs2)n1)Nc1nc(-c2ccccc2)cs1	-1%	.
5	CCCOc1ccc(/C=C2/C(=O)NC(=O)N2C(C)=O)cc1OC	4%	4.1%
6	COc1ccc(OC)c(C2C(C(=O)c3ccc(C)o3)=C(O)C(=O)N2CCCN2CCOCC2)c1 (centres undefined)	-6%	4.8%
7	CN(C(=O)Cc1ccccc1)c1ccccc1	-1%	-0.6%
8	COc1cccc(CN2CCN(C3CCCCC3C)CC2)c1OC (centres undefined)	5%	0.4%
9	Cc1cccc(NCN2C(=O)S/C(=C/c3ccccc3Cl)C2=O)c1	3%	0.0%
10	CCn1c(SCC(=O)c2cc(OC)ccc2OC)nnc1C1CC1	4%	0.6%
11	CCCCN(CC(O)COc1cccc(OC)c1)S(=O)(=O)O (centres undefined)	1%	-0.6%
12	Cc1csc(NC(=O)c2c(O)c3cccc4c3n(c2=O)CCC4)n1	1%	-7.2%
13	CC1(C)CC(=O)C(C2(O)C(=O)Nc3ccccc32)CO1 (centres undefined)	2%	-0.7%
14	COc1ccc(N(CC(=O)N2CCOCC2)S(=O)(=O)c2ccc(C)cc2)cc1	-5%	-2.7%
15	O=C(CCC(=O)N1CCCC1)Nc1nnc(C2CCCCC2)s1	-1%	9.0%
16	Cc1ccnc(N2CCCC(C(=O)Nc3cc(F)ccc3C)C2)n1 (centres undefined)	-10%	-0.5%
17	CCN(CC(=O)NC(C)C)C(=O)c1ccc(S(=O)(=O)N(C)c2ccccc2OC)cc1	6%	-0.7%
18	CN(Cc1nc(-c2ccccn2)no1)S(=O)(=O)c1ccccc1	-8%	-2.1%
19	COc1ccc(CCNC(=O)c2ccc(CN(c3ccccc3)S(C)(=O)=O)cc2)cc1OC	1%	2.0%
20	O=C(c1ccccc1)c1nn(-c2ccccc2)c2nnc(Cc3ccccc3)c(=O)n12	.	-3.2%

More structures.
cpd	SMILES	MKP-3 inhibition	Hsp70 inhibitors
21	COc1cc(C=NN2CCN(c3ccc(Cl)cc3)CC2)cc(OC)c1OC(C)=O	1%	-1.8%
22	O=C(Nc1ccccc1C(=O)N1CCCC1)C1CCN(c2ncccn2)CC1	2%	-1.0%
23	CC(C)N1CN=C2SC(CO)(CO)C(=O)N2C1	1%	4.3%
24	CC1=C(C(=O)OCc2ccc3c(c2)OCO3)C(c2cccc([N+](=O)[O-])c2)NC(=O)N1 (centres undefined)	0%	-67%
25	O=c1cc2c(n[nH]1)CCCC2	-14%	-2.9%
26	O=C(CSc1nc2ccccc2o1)Nc1ccccc1Oc1ccccc1	3%	3.3%
27	O=C(CCc1ccccc1)Nc1ccccc1C(=O)NCc1ccco1	.	-1.6%
28	COc1ccc(C2=C(N)c3ccccc3C2=O)cc1	-1%	4.5%
29	CC(=O)NC1=NN(C(C)=O)C(C)(CS(=O)(=O)c2ccc(Cl)cc2)S1 (centres undefined)	.	-4.6%
30	CCCCOc1ccc(N(CC(=O)NCC2CCCO2)C(=O)CCC(=O)Nc2cc(C)ccn2)cc1 (centres undefined)	.	5.1%
31	CSc1nnc(-c2cnccn2)n1Cc1ccccc1	-5%	3.0%
32	COc1ccc2c(c1)C1(Nc3ccccc3-c3nc4ccccc4n31)C(=O)N2C (centres undefined)	-19%	5.4%
33	CCCC(=O)Nn1cnc2c(c1=O)C1(CCCC1)Cc1ccccc1-2	-3%	-1.2%
34	COc1ccc(NC(=O)CSc2nnc(-c3ccco3)n2C)cc1	-8%	6.4%
35	CCCOC(=O)CSc1nc(N)c(C#N)c(-c2ccco2)c1C#N	.	0.1%
36	Cc1ccc(/C(O)=C2/C(=O)C(=O)N(CCCCCC(=O)O)C2c2ccc([N+](=O)[O-])cc2)cc1 (centres undefined)	4%	-4.9%
37	O=P1(c2ccccc2)C=Cn2c1cc1c2CCCC1 (centres undefined)	-2%	2.2%
38	CN(C)c1nc(C(=O)Nc2ccccc2)nc(N(C)C)n1	.	-2.1%
39	COC(=O)C1=C(O)/C(=C\c2ccc(OCc3ccccc3)cc2)N=C1C	2%	0.6%
40	Cc1cc(NC(=O)Cn2nnc3sc4c(c3c2=O)CCC(C(C)(C)C)C4)no1 (centres undefined)	-11%	-8.3%

(more compounds)
cpd	SMILES	MKP-3 inhibition	Hsp70 inhibitors
41	CCOc1ccc(C2NC(=O)c3ccccc3O2)cc1 (centres undefined)	-9%	-2.5%
42	O=C(Nn1c(C2CCC2)nc2ccccc2c1=O)C1CCC1	-5%	-3.1%
43	Cc1nn(C(=O)c2ccccc2)c(C)c1Cl	7%	-4.1%
44	COC(=O)Cn1cc(C#N)c2ccccc21	.	-0.4%
45	CN(c1nc2c(c(=O)n(C)c(=O)n2C)n1CC(=O)c1ccccc1)C1CCCCC1	-4%	2.9%
46	Cc1ccccc1C(=O)Nc1sc2c(c1C(=O)NCc1ccco1)CCC2	3%	0.6%
47	CN(C(=O)c1ccccn1)c1nnc(-c2cccnc2)s1	-8%	4.1%
48	CCCCN1C(=O)C2C(c3ccc(OC)cc3O)NC(CC(C)C)(C(=O)O)C2C1=O (centres undefined)	-11%	-2.7%
49	O=C(CN1C(=O)CCC1=O)Nc1cccc2ccccc12	6%	0.4%
50	Cc1ccc(OCC(=O)NNC(=O)c2ccc(Cl)cc2Cl)c(C)c1	0%	-0.3%
51	Cc1ccc2[nH]c(=O)c(CN(Cc3ccco3)C(=O)c3cccs3)cc2c1	-4%	9.6%
52	O=C(CCSc1ccccc1)NCCSc1ccccn1	-12%	8.1%
53	CCOC(=O)c1ccccc1NC(=O)COC(=O)c1ccc(C)c(S(=O)(=O)N2CCOCC2)c1	1%	3.2%
54	COC(=O)C(NC(=O)c1ccco1)(Nc1nc(C)cs1)C(F)(F)F (centres undefined)	-7%	9.8%
55	CCc1c(C)c2cc(Cl)c(O)c(CN(C)C)c2oc1=O	-11%	-1.6%
56	Cc1nc2sc(C(c3cccs3)N3CCC4(CC3)OCCO4)c(O)n2n1 (centres undefined)	.	1.3%
57	COC(=O)c1ccccc1NC(=O)N1CSC[C@H]1C(=O)OC	-11%	-2.7%
58	CCOc1ccccc1NC(=O)CCS(=O)(=O)c1cccc2nonc12	0%	0.6%
59	Nc1ccc(C(c2ccccc2)c2ccc(N)c(Cl)c2)cc1Cl	4%	4.9%
60	N=c1sccn1CC(=O)NCCc1ccc(Cl)cc1Cl	.	-4.5%

Other entries.
cpd	SMILES	MKP-3 inhibition	Hsp70 inhibitors
61	CN=C(NOCc1ccccc1)c1nonc1N	-1%	2.2%
62	Cc1ccc(-n2nc3c(N4CCN(c5ccccc5)CC4)nnc(C)c3c2C)cc1	.	-0.8%
63	COc1ccc(-c2csc(NCc3ccco3)n2)cc1C	5%	-0.9%
64	N#Cc1ccc(NC(=O)c2ccccc2)cc1	2%	-4.3%
65	COc1ccc(/C=C/C(=O)NCCSCc2ccccc2)cc1OC	0%	-1.1%
66	COc1ccc(-n2c(=S)[nH]c3sc4c(c3c2=O)CCC(C(C)(C)C)C4)cc1 (centres undefined)	1%	1.2%
67	COc1ccc(N2CCN(C(c3cccs3)C(C)NS(=O)(=O)c3ccccc3)CC2)cc1 (centres undefined)	-9%	4.4%
68	COCCOC(=O)C1=C(C)N=C2SCCC(=O)N2C1c1cc(Br)ccc1OC (centres undefined)	-4%	5.9%
69	O=C1CN(S(=O)(=O)c2ccc3c(c2)C(=O)c2ccccc2-3)CC(=O)N1	1%	-1.0%
70	O=C(CSc1nnc2ccccn12)NC(=O)NC1CCCC1	4%	-5.7%
71	CC(=O)C(C(C)=O)C(c1ccc(C)o1)c1ccc(C)o1	2%	0.1%
72	CCN(CC)C(=O)C1CCCN(Cc2ccccc2F)C1 (centres undefined)	-10%	-2.7%
73	Cc1nc(N)nc(C)c1Cc1ccccc1	0%	0.7%
74	Cc1ccc(N(CC(=O)N2CCN(C3CCCCC3)CC2)S(=O)(=O)c2cccnc2)cc1	9%	1.8%
75	CCCOC(=O)C1=C(C)NC2(O)c3ccccc3C(=O)C12O (centres undefined)	5%	-2.1%
76	Oc1ccccc1C1Nc2cccc3cccc(c23)N1	-2%	1.0%
77	Cc1ccc(-c2csc(NC(=O)c3ccc([N+](=O)[O-])cc3Cl)n2)c(C)c1	1%	1.3%
78	CCN(CC)S(=O)(=O)c1cccc(-c2nnc(SCCOc3ccccc3)o2)c1	-9%	-1.3%
79	O=C1OCC(c2ccccc2)=C1c1ccc(S(=O)(=O)N2CCOCC2)s1	-5%	-24%
80	Clc1cccc(CSc2ncn(-c3ccccc3)n2)c1	.	1.9%

New compounds follow:
cpd	SMILES	MKP-3 inhibition	Hsp70 inhibitors
81	CCOC(=O)/C(=C\c1ccc([N+](=O)[O-])o1)NC(=O)c1ccccc1	.	0.7%
82	Cc1nc2sc(C(c3cccs3)N3CCOCC3)c(O)n2n1 (centres undefined)	-9%	3.5%
83	COc1ccc(-c2cc(C(=O)NCCN3CCOCC3)c3ccccc3n2)cc1	-5%	-3.2%
84	Cc1ccccc1-n1c(=O)c2ccccc2n2c(=O)[nH]nc12	1%	4.9%&-1.0%
85	CC1CC2(C)Oc3ccccc3C3OCC1(CO)C(C)C32 (centres undefined)	5%	-2.9%
86	O=C(CCC(=O)OCC(F)(F)C(F)F)Nc1ccc(Cl)cc1Cl	-2%	3.6%
87	Cc1ccc(/C(C#N)=C\c2cn(C)c3ccccc23)cc1	-9%	0.2%
88	CCOC(=O)Nc1ccc(C(=O)NCC2CCCO2)cc1 (centres undefined)	-1%	7.4%
89	COc1ccc(Nc2nc(=O)[nH]nc2C)cc1	.	6.5%
90	CCC(=O)Nc1ccc(NC(=O)COc2ccc(I)cc2)cc1	3%	0.4%
91	COc1ccc(CNC(=O)c2nnn(Cc3ccc(OC)cc3)c2N)cc1	-7%	-2.6%
92	O=c1nc2s/c(=C\c3ccco3)c(=O)n2nc1Cc1ccccc1	-2%	4.7%
93	CCOC(=O)C(=CNC(CO)C(=O)O)C(=O)OCC (centres undefined)	4%	-6.0%
94	CCOC(=O)Cn1nc(C(F)(F)F)c(Cl)c1C	2%	0.9%
95	COc1ccccc1-n1c(SCC(=O)Nc2ccc3c(c2)OCO3)nc2c(c1=O)SCC2	-4%	.
96	O=[N+]([O-])/C(=C\Nc1ccccc1)S(=O)(=O)c1ccccc1	.	-2.8%
97	O=C(Cc1ccc([N+](=O)[O-])cc1)Nc1ccc(Cl)c(C(F)(F)F)c1	0%	5.1%
98	COc1cc(/C=C2\C(=O)NC(=O)N(c3ccc(Br)c(C)c3)C2=O)cc([N+](=O)[O-])c1O	4%	-0.9%
99	COc1cc(/C=C2/C(=O)NC(=O)N(c3ccc(C(C)C)cc3)C2=O)cc(Br)c1O	0%	1.4%
100	O=c1cc(N2CCC3(CC2)OCCO3)[nH]c(=O)n1-c1ccc(Cl)cc1	-2%	1.7%

Sorted by formula weight (falling): 6 of the compounds above.
cpd	SMILES	MKP-3 inhibition	Hsp70 inhibitors
98	COc1cc(/C=C2\C(=O)NC(=O)N(c3ccc(Br)c(C)c3)C2=O)cc([N+](=O)[O-])c1O	4%	-0.9%
90	CCC(=O)Nc1ccc(NC(=O)COc2ccc(I)cc2)cc1	3%	0.4%
100	O=c1cc(N2CCC3(CC2)OCCO3)[nH]c(=O)n1-c1ccc(Cl)cc1	-2%	1.7%
96	O=[N+]([O-])/C(=C\Nc1ccccc1)S(=O)(=O)c1ccccc1	.	-2.8%
93	CCOC(=O)C(=CNC(CO)C(=O)O)C(=O)OCC (centres undefined)	4%	-6.0%
87	Cc1ccc(/C(C#N)=C\c2cn(C)c3ccccc23)cc1	-9%	0.2%

(further entries)
cpd	SMILES	MKP-3 inhibition	Hsp70 inhibitors
101	COc1ccccc1NS(=O)(=O)c1ccc(NC(=O)c2nc3nc(C)cc(C(F)F)n3n2)cc1	.	1.2%
102	O=C(Nc1cccc(NC(=O)c2cc3ccccc3oc2=O)c1)c1ccccc1Cl	3%	-4.0%
103	O=[N+]([O-])c1ccc(Nc2nc(OCC(F)(F)C(F)F)nc(OCC(F)(F)C(F)F)n2)cc1	2%	3.1%
104	O=C(CN1C(=O)c2ccccc2C1=O)N1CCCCCC1	10%	0.2%
105	COC(=O)CNC(=O)CNC(=O)Nc1ccccc1	8%	7.5%
106	COC(=O)c1ccccc1NC(=O)CN(C1CCCCC1)S(C)(=O)=O	-4%	15%
107	O=C1NC(=S)NC(=O)C1=Cc1ccc(Oc2ccc([N+](=O)[O-])cn2)cc1	1%	-2.3%
108	c1ccc2c(c1)oc1c(N3CCN(Cc4ccc5c(c4)OCO5)CC3)ncnc12	-4%	0.4%
109	CSc1ccccc1C(=O)Nc1ccc(C)c(C)c1	.	-4.9%
110	CN(C)/N=C/c1ccc(-c2ccc(Cl)c(C(=O)O)c2)o1	0%	0.4%
111	Cc1cc(C(=O)CN2C(=O)NC(Cc3c[nH]c4ccccc34)C2=O)c(C)n1C (centres undefined)	-7%	4.9%
112	CCCCNC(=S)NNC(=O)c1ccco1	.	2.5%
113	CCOC(=O)c1c(C)[nH]c(C)c1C(=O)COc1ccc(NC(=O)c2ccco2)cc1	.	0.1%
114	Cc1ccc2nc(CSc3nnc(-c4ccco4)o3)cc(=O)n2c1	-14%	-4.1%
115	CCOc1ccc(N2C(=O)CCC2=O)cc1	1%	5.4%
116	Cc1ccc(N2CC(C(=O)Nc3ccccc3C)CC2=O)cc1 (centres undefined)	1%	0.2%
117	CCCn1c(=S)[nH]c2cc(C(=O)N3CCc4ccccc43)ccc2c1=O	.	-1.4%
